# BRCA1 expr act: activators of BRCA1 expression; Potency, µM (doses to about 46.1 µM), for inactives: at the highest dose activation, most hits filed as activators; AID 624202; actives 1.1% (n = 380,000); MCF7-BRCA1-FFLuc reporter, luminescence, 48 h; response scale: scaled: vehicle 0%, 10 µM genistein 100%; note: nearly all actives have a fitted effect of over 80% in size; some results filed as inactive show a strong effect at the top dose
#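 Luminescence from a BRCA1-driven firefly luciferase in MCF7 cells was the read-out, taken 15 min after substrate addition following 48 h compound exposure at 37 °C. Data were normalized to a 10 microM genistein control and DMSO vehicle.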
# FLuc counter: counter-screen for miR-21 project: firefly luciferase inhibitors or activators | P08659 | purified FLuc, Km substrates, luminescence inhibition | Potency, µM (highest dose often 57.5 µM), without a hit: top-dose activity change, negative = inhibition, most hits filed as inhibitors | actives 6.9% (n = 360,000) | AID 588342;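 note: plate controls were vehicle for no effect and reference inhibitor for full effect; nearly all actives have a fitted effect of over 55% in size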
# Target sequence (P08659 whole entry, looked up): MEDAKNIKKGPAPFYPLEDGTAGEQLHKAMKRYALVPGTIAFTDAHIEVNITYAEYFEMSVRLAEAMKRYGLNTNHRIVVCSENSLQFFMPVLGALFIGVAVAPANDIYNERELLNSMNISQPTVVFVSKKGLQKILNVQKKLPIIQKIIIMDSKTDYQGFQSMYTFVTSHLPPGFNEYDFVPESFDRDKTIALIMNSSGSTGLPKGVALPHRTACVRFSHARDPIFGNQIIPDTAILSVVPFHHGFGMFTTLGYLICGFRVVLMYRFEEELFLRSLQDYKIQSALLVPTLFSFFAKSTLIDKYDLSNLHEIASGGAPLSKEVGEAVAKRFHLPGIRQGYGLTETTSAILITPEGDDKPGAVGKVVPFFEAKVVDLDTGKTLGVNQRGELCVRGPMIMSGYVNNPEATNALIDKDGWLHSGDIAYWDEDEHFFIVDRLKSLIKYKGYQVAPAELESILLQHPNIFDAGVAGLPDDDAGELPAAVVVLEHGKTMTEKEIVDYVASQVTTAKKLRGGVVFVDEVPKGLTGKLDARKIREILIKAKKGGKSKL
#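 Purified P. pyralis luciferase, 10 nM final, with Km-level 10 uM D-luciferin and 10 uM ATP in 50 mM Tris acetate pH 7.5, 10 mM Mg acetate, 0.01% Tween-20, 0.05% BSA; 6-point qHTS titration about 60 µM downward; luminescence read.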
# Active calls of the source: *; u = inconclusive. Calls come from the whole dose curve; as a rule, active = well fitted curve in the direction sought with a large enough effect; inconclusive = small, poorly fitted or top-dose-only effect, or another doubt; inactive = no such curve, though single readings can be large; an effect the other way counts as inactive or inconclusive. Potency is the fitted concentration of half-maximal effect.
SMILES,BRCA1 expr act,FLuc counter
CCCn1c(=N)c(C(=O)NCc2cccnc2)cc2c(=O)n3ccccc3nc21,23%,-2%
COc1ccc(-c2c(C)c3ccc(O)c(CN4CCCC4)c3oc2=O)cc1OC,-9%,-1%
COc1ccc(CNC(=O)C(CC(C)C)NS(=O)(=O)c2ccc3c(c2)oc(=O)n3C)cc1 (configuration not stated),-14%,3%
CCN(C(=O)Nc1cn(CC(C)C)c(=O)c2ccccc12)c1cc(C)ccc1C,-19%,2%
Cc1ccc(C)c(CSc2cn(CCNC(=O)c3ccccc3F)c3ccccc23)c1,-44%,0%
CC(C)Cc1nn2c(=O)cc(COC(=O)CNC(=O)c3ccc(C(C)(C)C)cc3)nc2s1,-2%,u
Cc1cc(C(F)F)n2nc(C(=O)Nc3c(C)cccc3C)nc2n1,7%,-1%
Cc1cccc(-c2noc(-c3ccccc3OCC(=O)Nc3ccc([N+](=O)[O-])cc3)n2)c1,0%,-9%
CN(C(=O)c1cc2nc(-c3ccco3)cc(C(F)(F)F)n2n1)c1ccc(OC(F)(F)Cl)cc1,-10%,-6%
O=C(CSc1nc2c([nH]c3ccccc32)c(=O)n1-c1ccc(F)cc1)NCc1ccc(F)cc1,-22%,-1%
Cc1nc2c(-c3ccc(F)cc3)c(C)nn2c(C)c1CCC(=O)NCc1cccc(Cl)c1,0%,1%
Cc1cn2c(=O)cc(COc3ccccc3NC(=O)c3ccco3)nc2s1,12%,-1%
COc1ccccc1CNC(=O)CC(c1ccc(C)cc1)N1Cc2ccccc2C1=O (configuration not stated),8%,-3%
Cc1ccc(C)c(NC(=O)CCNS(=O)(=O)c2ccc3c(c2)CCCC(=O)N3)c1,-2%,-1%
Cc1cccc(N2C(=O)N(Cc3ccc(C(C)(C)C)cc3)c3ccccc3S2(=O)=O)c1,-14%,-1%

# The last two entries of the part above lead into the next:
SMILES,BRCA1 expr act,FLuc counter
Cc1ccc(C)c(NC(=O)CCNS(=O)(=O)c2ccc3c(c2)CCCC(=O)N3)c1,-2%,-1%
Cc1cccc(N2C(=O)N(Cc3ccc(C(C)(C)C)cc3)c3ccccc3S2(=O)=O)c1,-14%,-1%
O=C(C1CC1)N1CCc2cc(Br)cc(S(=O)(=O)N3CCN(c4cccc(Cl)c4)CC3)c21,6%,-3%
O=C(Nc1cccc(C(F)(F)F)c1)c1cc2nc(-c3ccco3)cc(C(F)(F)Cl)n2n1,1%,0%
COCC(=O)Nc1c(C(=O)Nc2ccc(C)cc2)oc2ccccc12,55%,-8%
COc1cc(-c2noc(-c3ccc(N4CCCC4)c([N+](=O)[O-])c3)n2)cc(OC)c1OC,2%,u
COC(=O)c1ccc2c(c1)N(Cc1ccc(Cl)cc1)C(=O)c1ccccc1S2,-1%,-8%
Cc1ccc(OCC(=O)OCc2cc(=O)n3nc(-c4cccs4)sc3n2)cc1C,4%,1%
Cc1cccc(-c2noc(-c3ccc(NCc4ccco4)c([N+](=O)[O-])c3)n2)c1,0%,u
CCCCCOC(=O)CSc1ncnc2sc3c(c12)CCC(C)C3 (configuration not stated),9%,-3%
COc1ccc(-c2cc3nc(C)c(CCC(=O)N4CCN(c5cc(C)ccc5C)CC4)c(C)n3n2)c(OC)c1,1%,2%
Cc1ccc(Cl)cc1NC(=O)CN1C(=O)c2ccccc2Sc2ncccc21,-10%,4%
CCc1ccc(NCc2cc3cc(OC)c(OC)cc3n(CC(=O)Nc3cc(C)ccc3C)c2=O)cc1,9%,3%
Cc1cccc(N2C(=O)CSC23C(=O)N(CC(=O)Nc2cccc(Cl)c2)c2ccccc23)c1 (configuration not stated),-18%,-2%
Cc1ccc(C)c(CN2C(=O)c3ccccc3S(=O)c3ccc(C(=O)NCCC4=CCCCC4)cc32)c1 (configuration not stated),0%,-1%
CCOc1ccc(OCC)c(NS(=O)(=O)c2cc(-c3cnc(C)o3)ccc2OC)c1,-13%,5%
Cc1ccc(CN(Cc2ccco2)C(=O)c2oc3c(C)c(C)ccc3c2C)cc1,-25%,-15%
CCOC(=O)c1nnc2c(-c3ccc(Cl)cc3)c(C)nn2c1N,6%,0%
Fc1ccccc1N1CCN(c2nc3ccccc3c3nc(-c4ccccc4)nn23)CC1,0%,2%
O=C(Nc1ccc2nc(SCCOc3ccccc3)sc2c1)c1ccccc1F,0%,5%
Cc1cc(C)n(-c2nnc(Nc3ccc(C)c(Cl)c3)c3ccccc23)n1,3%,u
COC(=O)c1ccccc1NC(=O)CCCn1c(C)c2cnn(-c3ccccc3)c(=O)c2c1C,-1%,-2%
COc1ccc2nc3sc(C(=O)Nc4ccccc4F)cc3cc2c1,12%,-12%
CC(C)c1ccc(NC(=O)CCNS(=O)(=O)c2ccc3c(c2)CCCC(=O)N3)cc1,-18%,7%
COc1cc(OC)cc(-c2nc3nc(C)c(CCC(=O)Nc4ccc(C)cc4C)c(C)n3n2)c1,6%,-2%
Cc1ccc2c(c1)c1c(c(=O)n(-c3cccc(Cl)c3)c(=O)n1CC(N)=O)n2C,6%,-2%
Cc1cc(C(=O)NCCc2ccc(Cl)cc2)c2c(C)nn(-c3ccccc3)c2n1,0%,0%
Cc1cc(C)cc(NC(=O)CN2C(=O)CSc3ccc(S(=O)(=O)N(C)C)cc32)c1,-25%,-14%
CC1CCN(S(=O)(=O)c2ccc3c(c2)N(CC(=O)NCCN(C)C)C(=O)CO3)CC1,1%,-1%
COC(=O)CNC(=O)N1CCN(S(=O)(=O)c2ccc3c(ccn3C)c2)CC1,4%,-4%
COc1ccc(N2CC(NC(=O)COc3ccccc3C)CC2=O)cc1OC (configuration not stated),4%,-4%
CCOC(=O)c1ccccc1NC(=O)Nc1cc2c(cc1N1CCCC1)n(C)c(=O)n2C,-6%,-3%
O=S(=O)(Nc1cccc(C(F)(F)F)c1)c1ccc(NS(=O)(=O)c2ccc3c(c2)OCCO3)cc1,9%,u
CC(=O)c1cccc(NC(=O)c2c(N3CCCC3=O)c3cc(F)ccc3n2C)c1,-27%,1%
CCn1cc(C(=O)NCCc2ccccc2)c(=O)c2cc(S(=O)(=O)N3CCCCCC3)ccc21,22%,-7%
COc1ccc(C(=O)NCC(c2ccc(N(C)C)cc2)N2CCOCC2)cc1 (configuration not stated),9%,-2%
Cc1nc2c(c(C)c1CCC(=O)NCc1ccc(F)cc1)c(=O)n(C)c(=O)n2C,2%,2%
CCn1cc(C(=O)N2CCN(c3ccccc3)CC2)c(=O)c2cc(S(=O)(=O)N3CCC(C)CC3)ccc21,0%,-13%
COc1ccccc1CNC(=O)CCCN1C(=O)CSc2c1c(C)nn2-c1ccccc1,1%,-1%
COc1ccc(CNC(=O)CCc2c(C)nc3c(c2C)c(=O)n(C)c(=O)n3C)cc1,18%,-6%
COc1cc(Cl)c(C)cc1NC(=O)Cn1ncc2c(=O)oc3ccccc3c21,-2%,4%
O=C(Cn1ncc2ccsc2c1=O)N1CCN(c2ccccc2F)CC1,5%,3%
CCOC(=O)Cn1c(=O)n(CC2CCCO2)c2nc(-c3ccc(C)cc3)nc(C(N)=O)c21 (configuration not stated),0%,0%
CC1CCC(C(=O)NC(C(=O)OCC(=O)c2ccccc2)C(C)C)CC1 (configuration not stated),1%,u
Cc1ccc(Cn2c(=O)n(CCCCC(=O)NCCc3ccc(Cl)cc3)c(=O)c3ccccc32)cc1,10%,-2%
CCn1cc(C(=O)NCCc2ccccc2)c(=O)c2cc(S(=O)(=O)N(C)C3CCCCC3)ccc21,29%,-8%
Cc1ccc(NCc2nnc3n2CCCCC3)cc1Cl,0%,-1%

# Brought forward from above: 2 compounds; new compounds follow.
SMILES,BRCA1 expr act,FLuc counter
CCn1cc(C(=O)NCCc2ccccc2)c(=O)c2cc(S(=O)(=O)N(C)C3CCCCC3)ccc21,29%,-8%
Cc1ccc(NCc2nnc3n2CCCCC3)cc1Cl,0%,-1%
CCOC(=O)Cn1nc(N2CCN(c3ccc(F)cc3)CC2)ccc1=O,10%,1%
Cc1ccc(NC(=O)CCSc2nc(-c3ccc4c(c3)OCO4)cc(C(F)(F)F)n2)c(C)c1,0%,0%
CN(Cc1ccccc1)c1ccc(-c2nc(-c3ccco3)no2)cc1[N+](=O)[O-],13%,u
Cc1ccc(OCC(=O)Nc2ccc3nc(SCCOc4ccccc4)sc3c2)cc1,0%,-6%
COc1ccccc1Nc1nn2c(=O)c3ccc(C(=O)NC4CCCCC4)cc3nc2s1,21%,-7%
CCOC(=O)C1CCCN(C(=O)c2c(C)nn(-c3ccc(F)cc3)c2-n2cccc2)C1 (configuration not stated),12%,-1%
Cc1ccc(S(=O)(=O)N(CC(O)Cn2c3ccccc3c3ccccc32)c2cccc(C(=O)N(C)C)c2)cc1 (configuration not stated),-49%,-12%
Cc1nc2c3ccccc3nc(NNC(=O)CCC(=O)O)n2n1,-3%,2%
CCOc1ccccc1NC(=O)Cn1c(=O)n(Cc2ccco2)c(=O)c2ccc(C(=O)NC3CCCC3)cc21,16%,-3%
Cc1nc2cc(-c3cccc(F)c3)nn2c(C)c1CCC(=O)NCCc1ccccc1,-37%,-13%
COc1cc(C2CC(=O)Oc3c2c(=O)[nH]c2ccccc32)cc(OC)c1OC (configuration not stated),13%,u
O=C(c1ccc2c(c1)N(Cc1ccccc1F)C(=O)c1ccccc1S2=O)N1CCOCC1 (configuration not stated),17%,-5%
COc1cc(C(=O)Nc2ccccc2OCc2cc(=O)n3cc(C)sc3n2)cc(OC)c1OC,0%,2%
CCOc1ccc(C(=O)Nc2ccc(-c3nnc4n3CCCCC4)cc2)cc1OCC,-1%,-17%
CCOc1ccccc1NC(=O)Cn1c(=O)n(CCC(C)C)c(=O)c2cccnc21,0%,-5%
CN(C)S(=O)(=O)c1ccc2c(c1)N(CC(=O)Nc1ccc(OC(F)(F)F)cc1)C(=O)CS2,-26%,-15%
Cc1cc(C)cc(N2C(=O)CS(=O)(=O)C23C(=O)N(C)c2ccccc23)c1 (configuration not stated),-4%,-3%
COc1ccc(C(=O)CC2(O)C(=O)N(Cc3cccc(C(F)(F)F)c3)c3ccccc32)cc1 (configuration not stated),-32%,0%
Cc1cccc(-n2c(=O)c3c(c4cc(C)ccc4n3C)n(CC(=O)NCCC3=CCCCC3)c2=O)c1,9%,-1%
Cc1ccccc1NC(=O)Cn1nnc(C(=O)NCCc2ccccc2)c1N,23%,2%
Cc1ccc2nc(-c3ccc(C)s3)c(Nc3ccc4c(c3)OCCO4)n2c1,8%,u
Cc1oc2c(c1C(=O)Nc1ccccc1Br)C1=NCCN1C=N2,-2%,-3%
COc1ccc(Nc2nc3ccccc3nc2NS(=O)(=O)c2ccc(C)cc2)c(OC)c1,-1%,u
CCCCc1nn2c(=O)cc(COC(=O)c3ccccc3C)nc2s1,71%,u
N#Cc1c(N)n(-c2cccc(Cl)c2)c2nc3ccccc3nc12,9%,1%
CCOc1ccccc1CNC(=O)c1cc2c(=O)n(Cc3ccccc3)ccc2nc1C,-10%,-10%
O=C(CSc1nc2c([nH]c3ccccc32)c(=O)n1-c1cccc(C(F)(F)F)c1)N1CCc2ccccc21,-23%,-1%
CCOc1ccc(CC(=O)Nc2c(C(=O)c3ccccc3)oc3ccc(OC)cc23)cc1OCC,-20%,-1%
CCOc1ccc(NC(=O)Cn2cc(C(=O)c3ccc(C)c(C)c3)c(=O)c3cc4c(cc32)OCCO4)cc1,11%,-4%
Cc1cccc(N2CCN(C(=O)CN3CCSc4ccccc43)CC2C)c1 (configuration not stated),-4%,-9%

# Individual results from the results shown:
# Reading for Cc1ccccc1NC(=O)Cn1nnc(C(=O)NCCc2ccccc2)c1N in FLuc counter: 2%
# Reading for O=C(CSc1nc2c([nH]c3ccccc32)c(=O)n1-c1cccc(C(F)(F)F)c1)N1CCc2ccccc21 in BRCA1 expr act: -23%

# Next part.
SMILES,BRCA1 expr act,FLuc counter
CCOc1ccc(NC(=O)NCCn2nnc3cc(S(=O)(=O)N(C)C)ccc32)cc1,8%,-1%
CCCS(=O)(=O)c1c(S(=O)(=O)CCC)c2cc(C(C)(C)C)ccn2c1C(=O)c1ccc(C)cc1,2%,2%
CC1=C(C(=O)Nc2ccccc2C)C(c2sccc2C)n2ncnc2N1 (configuration not stated),12%,0%
CC(=O)c1ccc(NC(=O)Cn2nc(C(F)(F)F)c3c2CCC3)cc1,24%,1%
Cc1ccc(-n2c(=O)c3c(c4cc(C)ccc4n3C)n(CC(=O)Nc3c(C)cccc3C)c2=O)cc1,10%,-3%
CC(=O)N1CCc2c(sc3c2c(=O)n(-c2ccc(C)cc2)c(=O)n3Cc2ccccc2C)C1,0%,-8%
Cc1ccc(NC(=O)CN2C(=O)CCc3cc(S(=O)(=O)N4CCCCC4)ccc32)cc1N(C)C,-32%,3%

# Quoted at random: 4 compounds from above
SMILES,BRCA1 expr act,FLuc counter
CCc1ccc(NCc2cc3cc(OC)c(OC)cc3n(CC(=O)Nc3cc(C)ccc3C)c2=O)cc1,9%,3%
COc1ccccc1CNC(=O)CC(c1ccc(C)cc1)N1Cc2ccccc2C1=O (configuration not stated),8%,-3%
CC1CCC(C(=O)NC(C(=O)OCC(=O)c2ccccc2)C(C)C)CC1 (configuration not stated),1%,u
Cc1ccc(Cl)cc1NC(=O)CN1C(=O)c2ccccc2Sc2ncccc21,-10%,4%

# Screens: PubChem, National Center for Advancing Translational Sciences (NCATS)

# Some of the compounds tested; count on the stated rates, not on these rows.
